mIAP act = activators of mouse IAP, primary screen, biochemical, luminescence, uHTS. 0.24% of 330,000 active. activation factor at 10 µM. intestinal alkaline phosphatase [Mus musculus]. muIAP, CDP-Star luminescence, 30 min; hits give high values; 1 = vehicle-only enzyme signal, 0 = enzyme-free wells;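 active = activation factor of at least 2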; also: the source names both 10 and 20 µM as test concentration; values of inactives mirror those of a sister screen read the other way
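System: mouse IAP enzyme. Reagent: CDP-Star chemiluminescent phosphatase substrate. Benchmarks: DMSO wells, no-enzyme wells. Times: 30 min enzyme-substrate-compound incubation at room temperature. Detection: luminescence from enzymatic CDP-Star hydrolysis. Doses: test compounds delivered from DMSO solution.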
APOBEC3A inh = APOBEC3A ssDNA deaminase inhibitors, primary screen, selectivity assay for APOBEC3G inhibitor project, biochemical, FAM/TAMRA oligo cleavage fluorescence; DNA dC->dU-editing enzyme APOBEC-3A (Homo sapiens), P31941; recombinant A3A, FAM/TAMRA ssDNA deamination fluorescence; inhibition, % at 20 µM; 0.41% of 330,000 active;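 active = at least 40% inhibition at 20 µM here, with at most 30% in a related deaminase screen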;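 also: plate controls were A3A with DMSO for no effect and wells lacking A3A enzyme for full effect; some results filed as inactive read as strong as hits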
HKDC1 inhibitor = HKDC1 hexokinase inhibitors, primary screen, biochemical, fluorescence, uHTS; recombinant HKDC1, G6PDH/diaphorase resazurin coupled fluorescence; 0.16% of 340,000 active; Q2TB90; AID 493160, 2011; inhibition, % at 20 µM;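 active = inhibition above about 35% when tested at 20 µM, limit read from the data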;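 also: plate controls were DMSO wells with enzyme for no effect and DMSO wells lacking enzyme for full effect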
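Test system: Recombinant HKDC1 (HK5) hexokinase enzyme, produced in-house | Input: HKDC1 at 5 µg/mL | Buffer or medium: Tris pH 8.0 buffer with MgCl2, Tween-20, BSA, BME | Schedule: 90 min reaction incubation at room temperature, dark | Technique: Resazurin-to-resorufin fluorescence via G6PDH and diaphorase coupling, 525/613 nm | Controls: DMSO wells with and without enzyme mix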
ATG4B inh = ATG4B protease inhibitors, primary screen, biochemical, fluorescence, uHTS; ATG4B cleavage of LC3-PLA2, NBD-HPC fluorescence, 1 h; inhibition, % at 8.33 µM; 0.51% of 340,000 active; AID 504462, 2011; in the data active = inhibition above about 40%
Target sequence (Q9Y4P1 whole entry, looked up): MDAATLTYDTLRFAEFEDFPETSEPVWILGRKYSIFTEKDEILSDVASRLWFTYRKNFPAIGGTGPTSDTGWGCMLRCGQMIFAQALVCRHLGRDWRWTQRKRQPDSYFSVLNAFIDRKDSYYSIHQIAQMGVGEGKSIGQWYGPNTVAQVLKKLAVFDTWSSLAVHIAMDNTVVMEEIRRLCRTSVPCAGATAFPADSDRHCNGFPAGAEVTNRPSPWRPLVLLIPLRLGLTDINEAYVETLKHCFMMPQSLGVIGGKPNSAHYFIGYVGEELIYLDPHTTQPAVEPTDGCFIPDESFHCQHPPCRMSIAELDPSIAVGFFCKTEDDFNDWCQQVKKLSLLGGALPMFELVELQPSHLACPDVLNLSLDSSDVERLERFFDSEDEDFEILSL
mIAP inh = inhibitors of mouse IAP, primary screen, biochemical, luminescence, uHTS. intestinal alkaline phosphatase [Mus musculus]. 0.2% of 330,000 active. purified mouse IAP, CDP-Star luminescence, 30 min. inhibition, % at 10 µM;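 active = inhibition of at least 40% at 10 µM in the primary screen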;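 also: plate controls were DMSO with enzyme for no effect and no enzyme wells for full effect; values of inactives mirror those of a sister screen read the other way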
hIAP block = human IAP inhibitors, primary screen, biochemical, luminescence, uHTS. AID 2544, 2010. Intestinal-type alkaline phosphatase (Homo sapiens), P09923. purified IAP, CDP-Star luminescence, 30 min. inhibition, % at 10 µM. 0.12% of 330,000 active;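 active = inhibition reaching a set limit with compound at 10 µM in the primary screen, cut at about 35% in these data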;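 also: plate controls were DMSO wells with enzyme for no effect and no-enzyme buffer wells for full effect; values of inactives mirror those of a sister screen read the other way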
Target sequence (P09923 whole entry, looked up): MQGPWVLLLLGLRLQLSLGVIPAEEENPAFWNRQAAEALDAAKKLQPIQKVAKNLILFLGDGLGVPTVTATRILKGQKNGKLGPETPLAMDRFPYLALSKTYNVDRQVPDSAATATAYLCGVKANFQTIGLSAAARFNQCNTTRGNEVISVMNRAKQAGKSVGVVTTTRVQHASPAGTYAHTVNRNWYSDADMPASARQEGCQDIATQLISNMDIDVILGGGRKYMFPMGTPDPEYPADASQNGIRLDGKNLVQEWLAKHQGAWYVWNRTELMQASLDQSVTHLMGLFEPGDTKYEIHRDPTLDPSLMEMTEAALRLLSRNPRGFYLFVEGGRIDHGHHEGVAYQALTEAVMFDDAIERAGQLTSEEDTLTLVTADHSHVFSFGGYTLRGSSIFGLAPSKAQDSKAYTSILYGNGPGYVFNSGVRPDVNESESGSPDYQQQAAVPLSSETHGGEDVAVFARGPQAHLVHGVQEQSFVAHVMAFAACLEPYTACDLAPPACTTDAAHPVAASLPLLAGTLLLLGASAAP
hIAP activ = human IAP activators, primary screen, biochemical, luminescence, uHTS; Intestinal-type alkaline phosphatase (Homo sapiens), P09923; purified human IAP, CDP-Star luminescence, 30 min; hits give high values; 1 = vehicle-only enzyme, 0 = enzyme-free background; activation factor at 10 µM; 0.16% of 330,000 active;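 active = activation factor of the enzyme at least 2-fold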; also: the source names both 10 and 20 µM as test concentration; values of inactives mirror those of a sister screen read the other way
PfG6PD inh = PfG6PD enzyme inhibitors, primary screen, biochemical, fluorescence intensity, uHTS. PfGluPho enzyme, NADPH resazurin-diaphorase fluorescence. inhibition, % at 20 µM. 0.78% of 350,000 active;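 active = inhibition reaching at least a set limit at 20 µM in the primary screen, cut at about 59% in these data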;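 also: 0% = DMSO wells with substrate and 100% = DMSO wells lacking glucose-6-phosphate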
Active calls of the source: *; . = not tested or not shown.

SMILES	mIAP act	APOBEC3A inh	HKDC1 inhibitor	ATG4B inh	mIAP inh	hIAP block	hIAP activ	PfG6PD inh
COc1ccc([C@H]2CC(=O)C=C(/C=C/c3ccccc3)C2)cc1OC	0.92	-2	1	-1	8	24	0.76	14
CCOCc1[nH]c(=S)[nH]c(=O)c1Cc1ccc(OCC)cc1	0.99	-4	7	4	1	3	0.97	-15
NC(=O)CSc1nnc(-c2cnccn2)n1-c1ccccc1	0.95	-3	2	-6	4	-1	1	7
Cc1c(OCC(=O)N[C@H](C(=O)O)c2ccccc2)ccc2c3c(c(=O)oc12)CCCC3	0.96	4	4	-22	4	0	1	-12
CCOC(=O)Cc1csc(NC(=O)/C=C/c2ccc(Br)o2)n1	0.96	8	-4	-9	4	0	1	4
COc1ccc(N2C(=O)c3ccccc3NC2c2cccnc2)cc1 (stereo not given)	0.9	4	-7	-1	10	1	0.99	2
Cc1noc(C)c1CSc1nnc(-c2ccncc2)n1-c1ccc(Cl)c(Cl)c1	1.1	3	-4	-6	-5	-10	1.1	-6
COc1ccc(C(=O)NC2CCCCCC2)cc1OC1CCN(C(C)=O)CC1	1.1	1	-2	8	-7	-10	1.1	-12
CC(=O)C(Cc1ccccc1)NC(=O)CN(C)Cc1ccccc1Cl (stereo not given)	0.91	3	5	7	9	-13	1.1	-11
CCCn1c(N)c(N(CCOC)C(=O)c2ccc([N+](=O)[O-])c(C)c2)c(=O)[nH]c1=O	1.1	13	-4	-1	-9	-15	1.2	0
C/C(=N\NC(=O)c1ccc(CN2CCc3ccccc3C2)cc1)c1ccccc1O	0.91	-1	-20	3	9	-43	1.4	-15
Cc1cc(C)cc(NC(=O)C2CCN(S(=O)(=O)c3ccc4[nH]c(=O)ccc4c3)CC2)c1	0.96	-1	-2	-13	4	-2	1	-6
CCN(C(=O)COC(=O)C1CCN(S(=O)(=O)c2ccc(C)c(C)c2)CC1)C1CCCCC1	1.1	-3	-2	-9	-13	4	0.96	3
CCOc1ccc(S(=O)(=O)Nc2ccc(S(=O)(=O)Nc3cc(OC)ccc3OC)cc2)cc1	0.99	3	2	2	1	0	1	-30
CCOC(=O)N1CCC(N(CCCOC)C(=O)Nc2cccc(OC)c2)CC1	1	-2	-3	-10	0	1	0.99	14
Cc1ccccc1Nc1cc2ccccc2c(=O)[nH]1	1	-5	3	34	-1	2	0.98	30
Cc1noc(C)c1CSc1nnc(-c2cc(Cl)ccc2Cl)n1N	0.96	2	2	-8	4	1	0.99	-5
O=C(NCc1nnc(SCC(=O)N2CCOCC2)o1)c1ccccc1F	1	-1	9	2	-1	-12	1.1	-11
CC1=C(C(=O)OCc2ccccc2)C(c2ccccc2Cl)NC(=O)N1C (stereo not given)	1.1	1	1	10	-5	-11	1.1	40
CC(C)(C)N1C(=O)c2ccc(C(=O)NCc3ccco3)cc2C1=O	0.9	2	1	0	10	5	0.95	7
O=C(Nc1ccc(S(=O)(=O)Nc2ncccn2)cc1)c1ccc(Br)o1	1	-2	-4	-1	-1	-10	1.1	4
CCOc1ccc(CN2CCN(C(=O)c3cccc(F)c3)CC2)cc1	1.1	-2	6	-1	-10	3	0.97	-24
CC(C)C(NC(=O)c1ccc(C(C)(C)C)cc1)C(=O)O (stereo not given)	0.97	-3	-5	6	3	4	0.96	-20
COc1ccccc1NS(=O)(=O)c1ccc(C(=O)NCC(c2ccc(F)cc2)N2CCOCC2)cc1 (stereo not given)	0.96	-2	-4	-2	4	2	0.98	-1
CCCNC(=S)N1CCC(C(=O)c2ccc(F)cc2)CC1	1	-10	-6	2	-2	-26	1.3	1
CCN(CC)CCCNC(=O)CNC(=O)c1nn(-c2ccc(OC)c(OC)c2)c(=O)c2ccccc12	1.1	-1	-1	5	-5	-17	1.2	-5
COc1cc(C)ccc1OCc1cc(C(=O)N(Cc2nccn2C)C(C)C)no1	0.96	1	1	10	4	23	0.77	-14
Cc1ccc(C2NC(=O)CCC2[N+](=O)[O-])cc1 (stereo not given)	1.1	1	-9	-7	-6	0	1	-7
Cc1cccc(NC(=O)CSc2nc3[nH]ncc3c(=O)[nH]2)c1	1.1	-1	-7	0	-6	7	0.93	3
CNc1c(NS(=O)(=O)c2ccc(Cl)cc2)c(=O)oc2ccccc12	1	-1	3	-3	-2	-4	1	-17
CS/C(=N\S(=O)(=O)c1ccccc1)c1ccccc1	1.1	4	-3	-11	-11	8	0.92	13
CCOc1ccc(NC(=O)CN(C)C(=O)c2ccccc2-n2cnnn2)cc1OCC	0.91	-5	-7	0	9	8	0.92	-3
O=C(c1ccccc1)C(Sc1ncn[nH]1)c1ccccc1 (stereo not given)	1.1	0	-4	-14	-10	-12	1.1	50
O=C(Nc1ccc(-c2ccc(N3CCCCC3)nn2)cc1)c1ccco1	0.94	0	9	0	6	8	0.92	2
COC(=O)c1cnn2c(C(F)(F)F)cc(-c3ccco3)nc12	0.89	3	10	10	11	0	1	-3
O=S(=O)(c1ccc(Cl)cc1)c1nc(-c2ccco2)oc1N1CCOCC1	1	-2	-4	24	-2	-7	1.1	-2
O=C(Nc1cccc(NS(=O)(=O)c2ccc(S(=O)(=O)NC3CC3)cc2)c1)c1ccccn1	0.96	-4	-2	-20	4	-2	1	-12
CSc1nc2n(n1)C(c1cccs1)C1=C(CCCC1=O)N2 (stereo not given)	1	3	-3	-7	-3	15	0.85	7
O=C(Cn1c(SCc2ccccc2)nc2ccccc21)N1CCOCC1	0.95	-2	1	-10	5	-18	1.2	3
O=C1C(CCCNC(=S)NCc2ccccc2)NC(=S)N1Cc1ccccc1 (stereo not given)	1.1	-2	-13	5	-10	-1	1	6
Cc1ccc2c(c1)c1c(n2CC(O)CN2CCC(C)CC2)CCCC1 (stereo not given)	1	3	4	8	-3	10	0.9	0
CCc1sc(NC(=O)c2cc3ccccc3oc2=O)nc1-c1cccs1	0.98	2	-10	6	2	-12	1.1	-4
Brc1ccc(Nc2ncnc3[nH]ncc23)cc1	1.1	-4	0	4	-9	-53	1.5	7
CC(C)C(=O)N1CCN(c2ccc(NC(=O)COc3ccccc3[N+](=O)[O-])cc2)CC1	0.92	-3	3	0	8	-11	1.1	-2
CCOc1ncccc1C(=O)Nc1ccccc1N1CCOCC1	1.1	3	-4	8	-13	8	0.92	-19
Cc1nc(Nc2cccc(Cl)c2)c2oc3ccccc3c2n1	0.88	0	0	25	12	5	0.95	31
CC(C)(C)OC(=O)N1CCCC1C(=O)N1CCc2ccccc21 (stereo not given)	0.91	-5	3	3	9	-14	1.1	-4
CCOC(=O)C1=CN(Cc2ccco2)S(=O)(=O)N(CC)C1c1ccccc1 (stereo not given)	1.1	1	10	13	-10	.	.	3
CCOC(=O)c1[nH]cnc1C(=O)Nc1ccc(Cl)cc1	0.91	-1	-6	-7	9	-29	1.3	-3
OCCCC1CCCN(Cc2cn[nH]c2-c2ccc(F)cc2F)C1 (stereo not given)	0.97	-7	-6	18	3	-5	1.1	-10
CS(=O)(=O)Nc1ccc(C2=NN(C(=O)c3ccco3)C(c3ccccc3)C2)cc1 (stereo not given)	0.98	0	-2	-7	2	-4	1	20
CC(=O)Nc1sc(NC(=O)c2ccc(Cl)cc2)nc1-c1cccs1	1	-1	-9	-2	0	6	0.94	-4
O=C(Nc1cccnc1N1CCOCC1)c1cccs1	0.94	-1	-5	-3	6	-7	1.1	0
CN(C(=O)CSc1nnc(-c2n[nH]c3ccccc23)o1)c1ccccc1	1	0	14	-15	-5	-12	1.1	-9
CCOC(=O)NC1C=CS(=O)(=O)C1 (stereo not given)	1.1	-4	-2	9	-9	-15	1.1	-3
COc1ccc(C(=O)NC2CCSc3ccccc32)cc1S(=O)(=O)N1CCOCC1 (stereo not given)	1	-1	-5	-4	-1	-2	1	-10
COc1c(O)cc(O)c2c(=O)cc(-c3ccccc3)oc12	1.1	2	2	-1	-8	-18	1.2	-30
COc1ccccc1-c1nnc(SCC(=O)Nc2ccccc2)o1	1	-1	-10	-5	-3	20	0.8	9
COc1ccc(CCNC(=O)Cc2cc(OC)c(OC)cc2[N+](=O)[O-])cc1OC	0.91	1	-6	-3	9	9	0.91	0
CSc1ccc(CN(C)C(=O)c2cccc(S(=O)(=O)N3CCN(Cc4ccccc4)CC3)c2)cc1	0.97	-1	0	-3	3	17	0.83	3

5 structures already listed, ordered by number of heavy atoms, falling:
SMILES	mIAP act	APOBEC3A inh	HKDC1 inhibitor	ATG4B inh	mIAP inh	hIAP block	hIAP activ	PfG6PD inh
CS(=O)(=O)Nc1ccc(C2=NN(C(=O)c3ccco3)C(c3ccccc3)C2)cc1 (stereo not given)	0.98	0	-2	-7	2	-4	1	20
CN(C(=O)CSc1nnc(-c2n[nH]c3ccccc23)o1)c1ccccc1	1	0	14	-15	-5	-12	1.1	-9
Cc1ccc2c(c1)c1c(n2CC(O)CN2CCC(C)CC2)CCCC1 (stereo not given)	1	3	4	8	-3	10	0.9	0
OCCCC1CCCN(Cc2cn[nH]c2-c2ccc(F)cc2F)C1 (stereo not given)	0.97	-7	-6	18	3	-5	1.1	-10
Brc1ccc(Nc2ncnc3[nH]ncc23)cc1	1.1	-4	0	4	-9	-53	1.5	7

More structures
SMILES	mIAP act	APOBEC3A inh	HKDC1 inhibitor	ATG4B inh	mIAP inh	hIAP block	hIAP activ	PfG6PD inh
C[C@@H](NC(=O)[C@@H]1Cc2ccccc2CN1C(=O)OC(C)(C)C)C(=O)NC1CCCCC1	1	4	3	2	-3	17	0.83	-19
O=C(NCC1CCCO1)C(c1cccs1)N(Cc1cccs1)C(=O)Cn1nnc(-c2cccs2)n1 (stereo not given)	1.1	4	-2	-11	-7	0	1	13
Cc1nc2nc(SCC(=O)NCCCN3CCCC3)nn2c(C)c1Cc1ccccc1Cl	0.99	3	-4	-6	1	-20	1.2	11
CC1(C)C(=O)OC(c2c3ccccc3cc3ccccc23)C(C)(C)C1=O (stereo not given)	0.88	1	2	-10	12	10	0.91	28
CCN(Cc1ccncc1)C(=O)CC1C(=O)NCCN1Cc1ccc(F)c(F)c1 (stereo not given)	1	-8	-3	4	-1	-24	1.2	2
O=C(NC(=S)NNS(=O)(=O)c1ccccc1)c1cccnc1	0.92	-1	-30	14	8	-38	1.4	-8
COC(=O)CN(n1cnnc1)S(=O)(=O)c1ccc(C)cc1	1.2	-6	-4	-1	-18	-26	1.3	-3
CC(=O)N1CCN(CC(O)Cn2c3ccccc3c3ccccc32)CC1 (stereo not given)	0.89	-6	-6	-3	11	-1	1	0
CCOC(=O)Cc1nnc(NC(=O)C(CC)Sc2nnc3c4ccccc4n(C)c3n2)s1 (stereo not given)	1	-4	-4	-6	0	-17	1.2	0
CCOc1ccc2c(c1)/C(=N/N1C(=O)c3ccccc3C1=O)C(=O)N2	0.9	2	-2	-5	10	-9	1.1	3
Cc1ccc(NC(=O)CSc2cn[nH]n2)cc1	1	1	-3	-13	-5	7	0.93	25

Screening data from PubChem.
